ADAM10 inh: inhibits human ADAM10 | 370,000 tested, 0.62% active | O14672 | AID 720582 | inhibition, % at 7 µM | recombinant ADAM10, EDANS/DABCYL FRET peptide cleavage, 3 h;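 active means inhibition above a per-campaign cutoff equal to the mean of compounds falling between control-based bounds plus 3 SD, cut at about 20% in these data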;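 further: 0% = DMSO wells while the 100% control is not disclosed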
hcDAF-12 act: H. contortus DAF-12 activation, primary screen; activation, % at 6.8 µM; AID 652067; HEK293 hcDAF-12 lit1-tk-luc reporter, luminescence; 0% DMSO, 100% Δ7-dafachronic acid; 370,000 tested, 1.4% active;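 active means activation above the mean of all tested compounds plus 3 SD, cut at about 5.5% in these data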;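 further: 100% = response to 3 µM Δ7-dafachronic acid high control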
GC-B act: GC-B (human) receptor activation; HEK293-GC-B cells, CNP EC30, cGMP TR-FRET; 0% at EC30 CNP, 100% saturating CNP; activation, % at 10 µM; 370,000 tested, 0.11% active; AID 1920062;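 active means activation at 10 µM reaching about 35% in either raw or pattern-adjusted values, limit read from the data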
DAX1 inh-1: DAX1 (NR0B1) inhibition, primary screen | HEK293T StAR-luciferase reporter, SF-1/DAX-1 repression relief | inhibition, % at 6.8 µM | 370,000 tested, 1.1% active | AID 652010;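 active means inhibition above the mean over all tested compounds plus 3 SD, cut at about 3.6% in these data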;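 further: 0% = DAX-1 cells with DMSO and 100% = cells lacking DAX-1 with DMSO; higher inhibition means more luminescence from relief of DAX-1 repression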
hgDAF12 agonist: hgDAF-12 agonism, primary luciferase screen. HEK293 GAL4-hgDAF12 UAS-luciferase reporter, agonist luminescence; normalized to butyrate control. activation, % at 6.8 µM. 370,000 tested, 1.8% active;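 active means activation above a cutoff set at the mean of all screened compounds plus 3 SD, cut at about 10% in these data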;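 further: 0% = DMSO wells and 100% = sodium butyrate wells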
ssDAF12 agonist: activates DAF-12 receptor from parasite S. stercoralis; HEK293 ssDAF-12/GRIP1 lit1-tk-luc reporter, luminescence; % of 3 µM dafachronic acid response; activation, % at 6.8 µM; 370,000 tested, 1% active;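 active means activation above the mean over all tested compounds plus 3 SD, cut at about 0.9% in these data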;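 further: 0% = DMSO-only wells and 100% = 3 µM delta7-dafachronic acid wells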
SMARCA2 activ: increases SMARCA2 function in MMTV reporter cells; MG213 cells, MMTV-luciferase reporter, dexamethasone, overnight; activation, % at 9.1 µM; 370,000 tested, 1% active; in the data active means activation above about 7.8%;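 further: 0% = vehicle wells and 100% = reference activator wells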
DAX1 inh-2: NR0B1 (DAX1) inhibition; P51843; inhibition, % at 6.75 µM; AID 504766; HEK293 Gal4-DAX1 luciferase reporter, luminescence; 340,000 tested, 0.99% active;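 active means inhibition above the mean over all tested compounds plus 3 SD, cut at about 4.2% in these data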;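 further: 0% = DAX1-transfected cells with DMSO and 100% = empty-vector control cells with DMSO; inhibition shows as a rise in luminescence from relieved DAX1 repression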
Target sequence (P51843 207-470 limits assumed): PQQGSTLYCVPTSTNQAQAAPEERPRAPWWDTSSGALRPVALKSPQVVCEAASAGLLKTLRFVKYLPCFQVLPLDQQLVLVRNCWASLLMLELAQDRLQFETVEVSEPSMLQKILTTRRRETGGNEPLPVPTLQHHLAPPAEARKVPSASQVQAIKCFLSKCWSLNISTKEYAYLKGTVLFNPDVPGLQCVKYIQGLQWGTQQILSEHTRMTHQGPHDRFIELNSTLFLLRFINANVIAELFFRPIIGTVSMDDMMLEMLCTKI
FXN GAA850 act: increases GAA850 frataxin promoter reporter activity. 360,000 tested, 0.56% active. HEK293 lucGAA850 FXN promoter luciferase reporter, 24 h; percent of 10 µM SAHA response. activation, % at 6 µM;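 active means activation above the average of all compounds screened plus 3 SD, cutoff fixed separately per campaign, cut at about 7.5% in these data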;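 further: 0% = DMSO wells and 100% = 10 µM SAHA wells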
sPLA2-III inh: Blocks human group III sPLA2 activity; Q9NZ20; QFRET BODIPY PC-A2 liposome hydrolysis, fluorescence; inhibition, % at 12.2 µM; 370,000 tested, 0.56% active; AID 743126;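 active means inhibition above mean plus 3 SD of compounds lying within the high and low control bounds, cut at about 19% in these data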;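 further: 0% = median of test compound wells and 100% = no enzyme DMSO wells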
Target sequence (Q9NZ20 whole entry, looked up): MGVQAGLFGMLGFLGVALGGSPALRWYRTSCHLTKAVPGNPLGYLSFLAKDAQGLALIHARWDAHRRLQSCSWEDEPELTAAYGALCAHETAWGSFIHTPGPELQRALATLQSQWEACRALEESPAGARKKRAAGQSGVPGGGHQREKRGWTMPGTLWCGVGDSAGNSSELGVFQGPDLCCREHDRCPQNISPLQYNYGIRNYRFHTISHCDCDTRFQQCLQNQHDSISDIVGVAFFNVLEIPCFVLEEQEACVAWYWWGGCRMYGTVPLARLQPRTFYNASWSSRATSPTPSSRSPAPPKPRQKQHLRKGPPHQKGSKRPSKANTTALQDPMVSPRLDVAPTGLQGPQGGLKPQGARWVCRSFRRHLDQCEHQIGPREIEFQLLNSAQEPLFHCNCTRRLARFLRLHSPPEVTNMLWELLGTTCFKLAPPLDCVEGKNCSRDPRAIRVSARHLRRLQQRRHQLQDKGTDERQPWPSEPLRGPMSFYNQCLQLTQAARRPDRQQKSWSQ
GC-A act: GC-A (human) enzyme activation | 370,000 tested, 0.14% active | activation, % at 10 µM | P16066 | HEK293 GC-A cells, cGMP TR-FRET, EC30 ANP; 0% at EC30 ANP, 100% saturating ANP; in the data active means activation above about 40%
Numbers without * were called inactive; i = inactive; x = no result given.

The line under a structure holds: ADAM10 inh	hcDAF-12 act	GC-B act	DAX1 inh-1	hgDAF12 agonist	ssDAF12 agonist	SMARCA2 activ	DAX1 inh-2	FXN GAA850 act	sPLA2-III inh	GC-A act
> CC(C)(C)/C(O)=C(/C#N)c1nc2ccccc2[nH]1
→ -3	-0.7	21	-1.4	-1.3	-1.3	-5	-0.7	-1.1	-4	11
> Cc1ccc(S(=O)(=O)NCC(=O)OC2CCOC2=O)cc1 (configuration not stated)
→ 14	-1.7	4	0.2	0.3	-0.8	-1	1.3	2.9	4	0
> CCNC(=O)c1ccc(NC(=O)CC2SC(N3CCCC3)=NC2=O)cc1 (configuration not stated)
→ -3	1.9	-3	0.1	-0.3	1.1*	-2	-0.1	-1.1	5	3
> CC(C)(C)N1C(=O)c2ccc(C(=O)Nc3cc(C(=O)O)cc(C(=O)O)c3)cc2C1=O
→ -1	4.1	-2	0.1	1.4	0.4	-3	0.5	0.1	-8	0
> Cn1c(SCC(=O)N2CCCCC2)nc2c([nH]c3ccccc32)c1=O
→ -8	1.3	0	0.5	0.6	0.1	-8	0.1	-0.1	13	3
> Cc1cccc(N/N=C/c2ccncc2)c1
→ -1	0.0	0	1.6	4.5	-0.5	4	1.1	2.9	6	-4
> CC(C)NC(=O)[C@H]1N2C(=O)c3ccccc3C2SC1(C)C (some centres not stated)
→ -3	-1.2	3	0.0	-0.4	-1.0	-2	-0.4	0.4	4	2
> CCN(CC(=O)Nc1cc(Cl)ccc1C)C(=O)CC1CCCC1
→ -4	-1.6	-3	-0.8	-2.0	-1.2	-4	0.4	0.3	6	1
> COc1ccccc1CNC(=O)COC(=O)c1ccccc1-c1ccccc1
→ 5	-2.3	-1	-1.7	-1.6	-0.9	-2	0.1	1.4	-9	-8
> COc1ccc(CNC(=O)COC(=O)/C=C/c2cccc(Cl)c2)cc1
→ -5	-0.7	1	0.2	-1.8	-1.0	1	0.8	-0.3	-17	-6

Entries listed above shown as hits in ssDAF12 agonist.
structure | ADAM10 inh | hcDAF-12 act | GC-B act | DAX1 inh-1 | ssDAF12 agonist | SMARCA2 activ | DAX1 inh-2 | sPLA2-III inh | GC-A act
CCNC(=O)c1ccc(NC(=O)CC2SC(N3CCCC3)=NC2=O)cc1 (configuration not stated) | -3 | 1.9 | -3 | 0.1 | 1.1* | -2 | -0.1 | 5 | 3

(continued)
The line under a structure holds: ADAM10 inh	hcDAF-12 act	GC-B act	DAX1 inh-1	hgDAF12 agonist	ssDAF12 agonist	SMARCA2 activ	DAX1 inh-2	FXN GAA850 act	sPLA2-III inh	GC-A act
> COc1ccc2c(C)cc(=O)oc2c1
→ i	-2.1	-1	0.0	-1.0	-1.2	-3	0.4	-0.7	10	1
> CCOc1ccc(-c2nc(-c3ccccc3)no2)cc1OCC
→ -11	2.2	-15	2.1	3.3	-1.6	1	1.5	2.1	4	2
> C[C@@H]1O[C@H](C2CCCCC2)Cc2[nH][nH]c(=O)c21
→ -3	0.6	-3	0.5	0.6	-0.3	-3	x	x	-29	1
> c1ccc2sc(SCc3ccc(-c4nnco4)cc3)nc2c1
→ 10	2.8	7	0.1	7.0	-0.1	4	-1.4	4.1	-11	1
> CC(=O)Nc1ccc(Nc2nc(-c3c(C)nc4ccccn34)cs2)cc1
→ 1	-3.1	0	-1.4	-2.0	-2.0	-1	x	-1.7	7	5
> CCC(C)N(C(=O)CSc1nnc(-c2cc(OC)c(OC)c(OC)c2)o1)C(C)CC (configuration not stated)
→ -5	-3.4	-4	-2.5	-6.1	-1.8	-6	x	x	2	2
> CN1CCN(C(=O)C2=C[C@H](c3csc4ccccc34)C[C@H](OCc3ccc(CO)cc3)O2)CC1
→ -1	-0.1	-16	0.1	-0.1	-0.4	0	-0.2	1.3	-6	-8
> CCC(C)NC(=O)c1ccc(COc2ccccc2Cl)cc1 (configuration not stated)
→ 0	-0.4	-6	-0.5	1.1	-1.5	-1	-0.2	1.4	-4	22
> O=C(CCC(=O)N(CC(=O)NC1CCCC1)Cc1ccc2c(c1)OCO2)Nc1nccs1
→ 1	-1.3	-6	0.3	0.8	-0.9	-3	x	x	-7	0
> CN(c1ccccc1)S(=O)(=O)c1cccc(C(=O)OCC(=O)NCCCN2CCCC2=O)c1
→ 10	0.9	4	-0.5	-1.9	-1.6	-1	0.1	1.8	1	4

Going on with the list:
The line under a structure holds: ADAM10 inh	hcDAF-12 act	GC-B act	DAX1 inh-1	hgDAF12 agonist	ssDAF12 agonist	SMARCA2 activ	DAX1 inh-2	FXN GAA850 act	sPLA2-III inh	GC-A act
> COc1cc(/C=N/NC(=O)c2ccc(O)cc2)ccc1OCC(=O)N1CC(C)OC(C)C1 (configuration not stated)
→ -7	-1.4	-1	-0.3	-0.8	-0.8	4	3.1	-0.6	-1	0
> CCc1ccc(NC(=O)Cn2cnc3sc(C)c(S(=O)(=O)N4CCOCC4)c3c2=O)cc1
→ -7	-1.5	1	-0.1	0.8	-1.0	-2	-0.8	-0.8	-2	1
> Cc1ccc(S(=O)(=O)N2CCC[C@H]2C(=O)OCc2cc(=O)oc3cc(C)ccc23)cc1
→ -13	-1.0	2	0.4	-0.2	-1.7	-1	0.4	1.7	-1	2
> CC[C@]12C(=O)N(C)C[C@H]([C@@H]3C(=O)N(C)C(=O)[C@@H]31)N2C(=O)c1ccc(C)cc1
→ 3	-1.5	4	0.0	-2.6	-1.4	-1	0.4	2.7	4	-3
> COC(=O)c1cc(C)sc1NC(=O)CN1CCN(C(=O)C2CCCO2)CC1 (configuration not stated)
→ -8	-1.8	-3	-1.9	-1.1	-0.5	-3	1.2	0.8	8	0
> CC(Oc1ccccc1C(N)=O)C(=O)Nc1ccc(S(=O)(=O)N2CCCC2)cc1 (configuration not stated)
→ -7	0.5	2	-2.8	-3.5	-1.0	-3	-2.2	1.1	-3	3
> CCN(Cc1ccccc1)C(=O)Nc1c(Cl)cccc1Cl
→ -5	-0.2	-1	0.2	0.0	-0.6	-2	x	x	-1	0
> COc1ccccc1OCC(=O)N/N=C/C=C/c1ccc([N+](=O)[O-])o1
→ 1	1.0	-5	-0.8	-2.5	-1.3	-2	-2.6	4.4	-15	-2
> OC[C@@H]1CN(C2CCCC2)C[C@H](n2cnc3c(N4CCCC4)ncnc32)O1
→ -13	-1.1	-5	0.2	0.8	-1.3	-2	x	-0.8	13	1
> CC(C)(C)OC(=O)NCCCCCc1nnc(SCc2ccccc2F)o1
→ 0	-0.9	2	-0.3	-1.9	-1.8	-3	2.4	-0.1	-7	-4

Further structures
The line under a structure holds: ADAM10 inh	hcDAF-12 act	GC-B act	DAX1 inh-1	hgDAF12 agonist	ssDAF12 agonist	SMARCA2 activ	DAX1 inh-2	FXN GAA850 act	sPLA2-III inh	GC-A act
> CCc1cc2c(=O)[nH]c(Cc3ccc(OC)cc3)nc2s1
→ 5	0.6	8	-0.2	2.9	-1.8	4	0.2	5.8	-5	3
> O=C1CC(c2ccc3c(c2)OCO3)CN1 (configuration not stated)
→ 3	0.3	1	0.3	3.4	-1.1	2	-0.1	-0.1	3	-3
> COc1ccc(-c2ccc(SCC(=O)N3CCCC3)nn2)cc1OC
→ 6	-1.1	3	-0.1	-2.2	-1.9	4	0.7	2.6	2	0
> COc1ccc(Br)cc1S(=O)(=O)Nc1ncn[nH]1
→ -2	-1.5	2	2.2	2.3	-0.6	1	0.0	0.1	4	2
> COC(=O)c1ccc2c(=O)n(CCN3CCOCC3)c(=S)[nH]c2c1
→ -11	-1.1	0	0.6	-1.3	-0.7	-3	0.4	-2.1	6	5
> Oc1ccc2ccccc2c1C=NNc1ccccn1
→ -5	6.0*	-1	-4.2	2.1	2.0*	1	0.5	-0.5	-5	-4
> COc1ccc(C)cc1NC(=O)/C=C/c1ccc(OC)c(S(=O)(=O)N2CCOCC2)c1
→ 11	-2.5	-3	-2.2	-2.2	-1.8	5	-0.3	0.3	2	-4
> COC(=O)/C=C1/S/C(=N/NC(=O)c2ccccc2)NC1=O
→ 14	0.6	1	0.3	-4.1	-0.6	1	1.6	5.9	7	-4
> COc1ccc(CN(C)C(=O)Cc2ccc(S(=O)(=O)N3CCOCC3)s2)cc1OC
→ -3	0.7	-3	0.8	-0.4	-0.6	-1	0.0	3.2	-8	3
> CCOC(=O)c1sc(NC(=O)C2CC(=O)N(c3ccc4c(c3)OCCO4)C2)nc1C (configuration not stated)
→ 1	-0.3	-4	-1.7	0.1	-0.7	-4	-0.2	-0.7	-2	-1

Next part:
The line under a structure holds: ADAM10 inh	hcDAF-12 act	GC-B act	DAX1 inh-1	hgDAF12 agonist	ssDAF12 agonist	SMARCA2 activ	DAX1 inh-2	FXN GAA850 act	sPLA2-III inh	GC-A act
> COC(=O)c1ccccc1NC(=O)CCS(=O)(=O)c1ccc(Br)s1
→ 0	-0.1	x	-0.4	0.2	-1.2	-1	1.6	2.9	6	x
> O=C(Nc1ccc(F)cc1)Nc1nnc([C@@H]2C[C@H](O)[C@@H](CO)O2)s1
→ -14	1.8	5	0.7	-2.7	-1.2	1	x	1.3	6	-1
> COc1ccc(C2CC(=O)c3cc(OC)ccc3O2)cc1 (configuration not stated)
→ -37	0.5	0	0.7	-1.5	-0.8	0	-0.8	-0.1	5	0
> CCCN1Cc2cccc(C(=O)NCCCOC(C)C)c2C1=O
→ 10	1.3	0	-0.2	-0.4	-1.3	-5	-0.7	3.8	7	4
> Cc1ccc(N2C(=O)[C@@H]3C(c4ccc(F)cc4)=NO[C@@H]3C2=O)cc1
→ -2	-0.9	4	0.1	1.2	-1.4	-2	1.2	-1.8	11	1
> COc1ccc(-c2cc(C(=O)Nc3ccc(O)cc3)c3ccccc3n2)cc1OC
→ 7	-1.1	2	-0.5	0.9	-1.8	2	-0.3	3.9	-25	6
> COc1cc(CNn2cnnc2)ccc1OCC(=O)NC1CCCCC1
→ -8	-1.7	4	-0.8	1.7	-1.4	-3	1.0	1.1	0	5
> CCn1c2c(c(C)cc1=O)C(=O)CC(C)(C)C2
→ -2	-0.7	1	-0.2	-2.0	-1.4	-2	0.7	1.9	13	0
> CCc1ccccc1OCC(=O)NCC1COc2ccccc2O1 (configuration not stated)
→ 6	1.2	2	0.7	-1.4	-1.3	-3	0.1	2.4	0	0

Two compounds drawn at random from those above, as already listed:
The line under a structure holds: ADAM10 inh	hcDAF-12 act	GC-B act	DAX1 inh-1	hgDAF12 agonist	ssDAF12 agonist	SMARCA2 activ	DAX1 inh-2	FXN GAA850 act	sPLA2-III inh	GC-A act
> COc1ccc(C2CC(=O)c3cc(OC)ccc3O2)cc1 (configuration not stated)
→ -37	0.5	0	0.7	-1.5	-0.8	0	-0.8	-0.1	5	0
> COC(=O)c1ccccc1NC(=O)CCS(=O)(=O)c1ccc(Br)s1
→ 0	-0.1	x	-0.4	0.2	-1.2	-1	1.6	2.9	6	x
